# RGS4 inhibitor = blocks human RGS4-accelerated GTP hydrolysis | P49798 | Transcreener GDP fluorescence polarization, RGS4-accelerated GTP hydrolysis | Potency, µM (titrated, usually from 114 µM), without a hit: at the top dose activity change, negative = inhibition, most hits filed as inhibitors | hit rate 0.039% among 390,000 | AID 504845; note: potency is the fitted concentration of half-maximal effect; % is set by controls: 0 for no effect and ±100 for the full control effect; nearly all actives have a fitted effect of over 75% in size; some results filed as inactive show a strong effect at the top dose
# Target sequence (P49798 whole entry, looked up): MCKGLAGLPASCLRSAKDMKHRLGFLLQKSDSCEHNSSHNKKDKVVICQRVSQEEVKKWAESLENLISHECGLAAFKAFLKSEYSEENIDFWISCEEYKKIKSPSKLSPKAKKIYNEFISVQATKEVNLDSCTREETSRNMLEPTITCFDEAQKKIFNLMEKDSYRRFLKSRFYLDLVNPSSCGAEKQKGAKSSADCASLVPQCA
#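 MLSMR compounds (23 nl, pin-transferred) preincubated 10 min at room temperature with a 500nM (2x) first reagent, then RGS4 at 900nM (2x) plus Transcreener GDP mix added; fluorescence polarization (620/688 nm) read before and after 90 min at 30 °C.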
# LDHA block = inhibitors of human lactate dehydrogenase A | hit rate 0.15% among 480,000 | purified LDHA, NADH/diaphorase-resazurin fluorescence; stronger effect = lower value | P00338 | AID 1347041 | activity change, % (values are at about 110 or 230 µM); in the data active = activity change below about -30%; inconclusive = mostly about -25% to -30%;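 note: plate controls were DMSO wells for no effect and wells without enzyme for full effect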
#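 Resorufin fluorescence (ex540/em590), read at 0 and 20 min after diaphorase/resazurin addition, reports the NADH left after a 5 min room-temperature reaction of 2 nM human LDH5 with 0.06 mM NADH and 0.2 mM pyruvate.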
# APE1 inh = APE1 (human) endonuclease inhibition; P27695; recombinant APE1, TAMRA/BHQ-2 abasic DNA cleavage fluorescence; Potency, µM (series often up to 65.8 µM), without a hit: at the top dose activity change, negative = inhibition, most hits filed as inhibitors; hit rate 0.35% among 350,000;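 note: potency is the fitted concentration of half-maximal effect; plate controls were vehicle for no effect and reference inhibitor for full effect; nearly all actives have a fitted effect of over 55% in size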
#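 Activity was derived from the fluorescence gain between first and third kinetic reads (60 s intervals, ex 525/em 598 nm) after 50 nM THF-abasic TAMRA/BHQ-2 duplex was added to 0.75 nM APE1 preincubated 15 min with compound.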
# POLB inh = DNA polymerase beta (human) inhibition; Pol beta primer extension/strand displacement, fluorescence kinetic; AID 485314; hit rate 1.3% among 340,000; P06746; Potency, µM (titrated, usually from 114 µM), without a hit: top-dose activity change, negative = inhibition, most hits filed as inhibitors; note: potency is the fitted concentration of half-maximal effect; % is set by controls: 0 for no effect and ±100 for the full control effect
#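 Pol beta (10 nM) and compounds were preincubated 15 min at room temperature, then 50 nM substrate (final) started primer extension/strand displacement. Reads were taken at 0 and 10 min; concentration-response data were fitted to a four-parameter Hill equation.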
# Apoferritin bind = candidate novel general anesthetic via apoferritin binding; apoferritin/1-aminoanthracene competitive binding, fluorescence; Potency, µM (highest dose often 77.5 µM), inactives show top-dose activity change, negative = displacement, hits mostly inhibitors; hit rate 0.074% among 350,000; AID 485281; note: potency is the fitted concentration of half-maximal effect; % is set by controls: 0 for no effect and ±100 for the full control effect; nearly all actives have a fitted effect of over 20% in size
# Target sequence (P02791 2-175 limits assumed): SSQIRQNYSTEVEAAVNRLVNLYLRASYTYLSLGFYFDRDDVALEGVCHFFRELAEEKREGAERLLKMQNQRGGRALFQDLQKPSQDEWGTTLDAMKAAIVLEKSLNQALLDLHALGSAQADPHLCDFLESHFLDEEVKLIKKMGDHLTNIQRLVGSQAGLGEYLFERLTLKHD
#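 Horse-spleen apoferritin (10 uM) in 50% saturated 1-aminoanthracene in PBS was incubated 10 min at room temperature with compound. Fluorescence (ex 380, em 535 nm) was normalized to free and bound 1-AMA, with concentration-response fitted by a four-parameter Hill equation.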
# 12-LOX inh = ALOX12 (human) lipoxygenase inhibition; hit rate 1.1% among 580,000; purified 12hLO, xylenol orange hydroperoxide absorbance; P18054; Potency, µM (top dose mostly 108 µM), for the others: top-dose activity change, negative = inhibition, usual class: inhibitors; note: potency is the fitted concentration of half-maximal effect; % is set by controls: 0 for no effect and ±100 for the full control effect
# Target sequence (P18054 whole entry, looked up): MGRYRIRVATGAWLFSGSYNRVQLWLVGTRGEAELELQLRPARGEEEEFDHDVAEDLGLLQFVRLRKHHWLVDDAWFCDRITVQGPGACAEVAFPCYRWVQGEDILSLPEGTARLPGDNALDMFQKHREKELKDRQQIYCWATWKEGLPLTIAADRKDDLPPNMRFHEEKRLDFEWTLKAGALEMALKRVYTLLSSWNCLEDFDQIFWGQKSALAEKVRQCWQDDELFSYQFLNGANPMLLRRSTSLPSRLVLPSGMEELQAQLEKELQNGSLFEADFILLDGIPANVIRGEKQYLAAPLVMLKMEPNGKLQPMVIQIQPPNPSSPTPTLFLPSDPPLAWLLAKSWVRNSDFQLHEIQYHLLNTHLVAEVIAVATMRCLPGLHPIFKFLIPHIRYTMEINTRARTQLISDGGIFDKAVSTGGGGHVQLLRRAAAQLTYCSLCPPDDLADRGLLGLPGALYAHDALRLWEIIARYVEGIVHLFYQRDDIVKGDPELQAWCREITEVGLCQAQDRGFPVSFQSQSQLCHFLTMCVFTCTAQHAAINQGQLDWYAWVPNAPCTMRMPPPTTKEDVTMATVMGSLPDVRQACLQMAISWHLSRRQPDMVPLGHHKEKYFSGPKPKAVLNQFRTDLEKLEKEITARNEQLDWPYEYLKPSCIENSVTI
#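 Purified human 12hLO (150 nM final) in 25 mM Hepes, 0.01% Triton X-100, pH 7.0 was preincubated 15 min at room temperature with compound. Then 40 uM arachidonic acid was added, 30 min. Hydroperoxide was read by Fe-XO absorbance ratio 573/405 nm.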
# POLK inh = inhibitors of human DNA polymerase kappa; hit rate 0.53% among 400,000; Q9UBT6; purified Pol kappa, fluorescent DNA synthesis assay, 10 min; Potency, µM (top dose mostly 107 µM), for inactives: top-dose activity, negative = inhibition, hits mostly inhibitors; note: potency is the fitted concentration of half-maximal effect; % is set by controls: 0 for no effect and ±100 for the full control effect
#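 Kinetic fluorescence readout at 0 and 10 min followed reaction start with substrate at 50 nM final. Beforehand, enzyme (10 nM Pol kappa) stood 15 min with compound at room temperature; buffer-only wells were negative controls.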
# ERG-DNA inh = blocks human ERG Ets domain binding to DNA. P11308. fluorescence polarization, His-ERG Ets domain / labelled DNA. Potency, µM (titrated, usually from 76.9 µM), inactives show at the top dose FP activity, negative = inhibition, hits mostly inhibitors. hit rate 0.028% among 370,000; active = well fitted inhibition curve with a large enough effect in the polarisation, with a control signal flat; inconclusive = small, poorly fitted or top-dose-only effect, or effect the other way, or a change in a side signal; inactive = no such curve, though single readings can be large or run the other way; the % refers to the polarisation;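 note: polarization taken with two DNA probes labelled with fluorescein and Texas red; potency is the fitted concentration of half-maximal effect; % of control where 0% means no effect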
#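 His-tagged ERG Ets domain (1 uM in the protein solution; 300mM KCl, 50mM Tris-HCl, 1mM EDTA, 1mM DTT, pH 7.5) received compound, then a probe mix of 5 nM fluorescein-DNA and 100nM Texas-615-DNA. Fluorescence polarization was read for both dyes.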
# POLH inh = inhibitors of human DNA polymerase eta; Q9Y253; recombinant Pol eta, fluorescent DNA replication assay; Potency, µM (series often up to 114 µM), inactives show top-dose activity change, negative = inhibition, most hits filed as inhibitors; hit rate 1.2% among 390,000; AID 588591; note: potency is the fitted concentration of half-maximal effect; % is set by controls: 0 for no effect and ±100 for the full control effect
#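 Pol eta (10 nM) was preincubated with compounds for 15 min at room temperature, after which fluorescent replication substrate (50 nM final) was added to start the reaction. Fluorescence was read kinetically at 0 and 10 min.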
# Starred values were filed as active, the others as inactive; ? = inconclusive; . = not tested or not shown; & = joins results of further samples; [ ] = dose if it differs, or a comment. Unless noted, calls come from the whole dose curve; as a rule, active = well fitted curve in the direction sought with a large enough effect; inconclusive = small, poorly fitted or top-dose-only effect, or another doubt; inactive = no such curve, though single readings can be large; an effect the other way counts as inactive or inconclusive. The list is partial. The share of hits here may be higher or lower than overall.
SMILES,RGS4 inhibitor,LDHA block,APE1 inh,POLB inh,Apoferritin bind,12-LOX inh,POLK inh,ERG-DNA inh,POLH inh
Cc1nnc(SCC(=O)N2CCN(c3ccccc3)CC2)n1C1CC1,7%,-6,12%,.,.,-14%,-3%,21%[15.4 µM],-17%
COC(=O)c1ccc2c(=O)[nH]c(COC(=O)CCC(=O)c3ccc(Cl)cc3)nc2c1,-3%,-4,-6%,.,.,1%,6%,-3%,-15%
NC1(C(=O)O)C[C@H](C(=O)O)[C@H](C(=O)O)C1 (stereo not given in full),?,.,17%&1%&-4%,.,-9%&16%,2%&14%&-52%,-1%&5%&-6%[19.4 µM],.,.
Brc1ccc(/C=N/n2cnnc2)s1,18%,-11,-5%,2%,-5%,287%[activator],-16%,-6%,6%
CCCCN(CCCC)CC1OCc2ccccc2CO1,2%,0,-3%,1%,-10%,17%,-30%,5%,-5%
COc1cccc(NC(=O)CSc2nc(=O)n(Cc3ccco3)c3c2CCC3)c1,0%,-3,.,-1%,-19%,?,-12%[60.1 µM],-1%,-22%
Cn1c(=O)c2c(nc(N3CCCC3)n2C)n(C)c1=O,27%,-4,11%,-21%,7%,0%,-9%,-2%,-4%
Cc1nc2nc(SCC(=O)NCCCN3CCOCC3)nn2c(C)c1Cc1ccccc1,3%,-4,0%,14%,-8%,0%,-2%,9%,-6%
O=C(Nc1ccc(C(=O)N2CCCC2)cc1)c1ccc(F)cc1Cl,-9%,-1,41%,32%,-6%,-4%,2%,-14%,-4%
COc1ccc(C(C#N)=C2C=CC(=NO)C=C2)cc1,?,0,4%,4%,1%,?,-4%,0%,-17%
O=C(NCc1nc2ccccc2[nH]1)c1ccc([N+](=O)[O-])cc1,1%,-1,-1%,-9%,-8%,-11%,-1%,5%,-18%
Cc1ccc(-c2nc(S(=O)(=O)c3ccc(C)cc3)c(N3CCCCCC3)o2)cc1,24%,-8,.,6%,-4%,-9%,-4%,2%,.
Cc1ccc(NC(=O)CCn2cnc3cc(C)c(C)cc32)cc1,-13%,0,6%,-6%,-4%,14%,13%,-2%,-16%
CCOC(=O)N1CCc2c(sc(NCc3sccc3C)c2C(=O)Nc2ccccc2OCC)C1,?,3,.,-4%,-10%,?,-13%[60.1 µM],-6%,3%
O=C(c1ccc2c(c1)N(Cc1ccccc1)CCS2)N1CCOCC1,20%,-7,37%,3%,2%,10%,-7%,1%,1%
O=S(=O)(c1ccc(Cl)c(NC(=S)N/N=C/c2ccc(O)cc2)c1)N1CCOCC1,?,-2,-7%,19%,4%,?,-7%,.,-16%
Cc1cccnc1NC(=O)CSc1ncnc2sc(C)c(C)c12,?,1,5%,.,.,-12%,-8%,.,?
COc1cc(NC(C)C(=O)N2CC(C)OC(C)C2)cc(OC)c1 (stereo not given),-15%,11,-2%,-14%,?,?,-5%,-11%,-10%
Cc1cc(OC(=O)C(c2ccccc2)c2ccccc2)c([N+](=O)[O-])c(=O)[nH]1,-6%,-2,8%,-18%,-3%,1%,-14%,3%,-19%
CC12CCC(C(=O)N(NC(=O)c3cc(Cl)ccc3O)C1=O)C2(C)C (stereo not given),-35%,1,-1%,-3%,-2%,0%,8%,-7%,-15%
CCC(=O)/C=C1\Sc2ccccc2N1CC,-42%,-3,11%,1%,-12%,?,0%,-5%,-11%
CCOC(=O)C1=C(C)NC(=O)NC1c1ccc(OCC(=O)Nc2ccccc2)c(OC)c1 (stereo not given),-2%,-4,-2%,9%,-16%,-1%,8%,-2%,-7%
O=C(Oc1ccc(F)c(F)c1)c1ccc2c(=O)n3c(nc2c1)CCC3,9%,1,19%,.,.,-22%,-6%,4%,-19%
Cc1cccc(NC(=O)COC(=O)CCc2ccccc2)c1C,-2%,-2,18%,0%,?,-7%,-2%,11%,-20%
CCc1ccccc1NC(=O)CCn1cccn1,1%,-2,.,13%,-5%,-7%,2%,-2%,-9%
O=C(Nc1ccc(F)c([N+](=O)[O-])c1)C1CCCO1 (stereo not given),2%,-6,.,.,.,?,-6%,9%,-7%
Cc1ccc(N(CC(=O)NC2CCCCC2)S(=O)(=O)c2c(C)noc2C)cc1,5%,0,64%[activator],28%,-10%,-4%,6%,12%,-3%
COc1ccc(S(=O)(=O)N2CCCCCC2)cc1C(=O)Nc1ccccn1,-12%,0,13%,11%,-6%,0%,-2%,29%,-15%
CC(C)(C)OC(=O)NCCCCCNC(=O)c1[nH]cnc1C(=O)Nc1nccs1,-13%,1,12%,.,.,13%,8%,-3%,0%
COc1ccc(CCNC(=O)CSc2cn(CCNC(=O)c3cccc(C(F)(F)F)c3)c3ccccc23)cc1OC,-3%,-1,.,6%,-6%,0%,8%,7%,-27%
COc1ccccc1C(=O)NC(C)c1ccccc1 (stereo not given),-15%,-5,1%,12%,?,29%,-1%,-1%,-9%
CCOC(CCn1c(SCc2ccc([N+](=O)[O-])cc2)nc2ccccc2c1=O)OCC,4%,-10,0%,14%,5%,-22%,-16%,.,-15%
CCN(CC(=O)Nc1ccc(NC(C)=O)cc1)C(=O)CC1OC(=O)c2ccccc21 (stereo not given),-15%,-1,-7%,.,.,-25%,-9%,9%,-10%
O=C(O)c1c[nH]ccc1=O,4%,7,-9%,39%,-2%,0%,-18%,-9%,8%
Cc1cc(NC(=O)CSc2nnc3c(C)cc4cc(C)c(C)cc4n23)no1,-8%,-6,1%,2%,-10%,2%,4%,9%,-14%
COc1cccc(N2CCN(CC(=O)Nc3ccc(SC(F)F)cc3)CC2)c1,-30%,5,-4%,5%[57.1 µM],2%,-5%,-9%,-4%,-22%

# In another format: results already given
Structure	RGS4 inhibitor	LDHA block	APE1 inh	POLB inh	Apoferritin bind	12-LOX inh	POLK inh	ERG-DNA inh	POLH inh
CC12CCC(C(=O)N(NC(=O)c3cc(Cl)ccc3O)C1=O)C2(C)C (stereo not given)	-35%	1	-1%	-3%	-2%	0%	8%	-7%	-15%
CCC(=O)/C=C1\Sc2ccccc2N1CC	-42%	-3	11%	1%	-12%	?	0%	-5%	-11%
CCOC(=O)C1=C(C)NC(=O)NC1c1ccc(OCC(=O)Nc2ccccc2)c(OC)c1 (stereo not given)	-2%	-4	-2%	9%	-16%	-1%	8%	-2%	-7%
O=C(Oc1ccc(F)c(F)c1)c1ccc2c(=O)n3c(nc2c1)CCC3	9%	1	19%	.	.	-22%	-6%	4%	-19%
Cc1cccc(NC(=O)COC(=O)CCc2ccccc2)c1C	-2%	-2	18%	0%	?	-7%	-2%	11%	-20%
CCc1ccccc1NC(=O)CCn1cccn1	1%	-2	.	13%	-5%	-7%	2%	-2%	-9%
O=C(Nc1ccc(F)c([N+](=O)[O-])c1)C1CCCO1 (stereo not given)	2%	-6	.	.	.	?	-6%	9%	-7%
Cc1ccc(N(CC(=O)NC2CCCCC2)S(=O)(=O)c2c(C)noc2C)cc1	5%	0	64%[activator]	28%	-10%	-4%	6%	12%	-3%
COc1ccc(S(=O)(=O)N2CCCCCC2)cc1C(=O)Nc1ccccn1	-12%	0	13%	11%	-6%	0%	-2%	29%	-15%
CC(C)(C)OC(=O)NCCCCCNC(=O)c1[nH]cnc1C(=O)Nc1nccs1	-13%	1	12%	.	.	13%	8%	-3%	0%
COc1ccc(CCNC(=O)CSc2cn(CCNC(=O)c3cccc(C(F)(F)F)c3)c3ccccc23)cc1OC	-3%	-1	.	6%	-6%	0%	8%	7%	-27%
COc1ccccc1C(=O)NC(C)c1ccccc1 (stereo not given)	-15%	-5	1%	12%	?	29%	-1%	-1%	-9%
CCOC(CCn1c(SCc2ccc([N+](=O)[O-])cc2)nc2ccccc2c1=O)OCC	4%	-10	0%	14%	5%	-22%	-16%	.	-15%
CCN(CC(=O)Nc1ccc(NC(C)=O)cc1)C(=O)CC1OC(=O)c2ccccc21 (stereo not given)	-15%	-1	-7%	.	.	-25%	-9%	9%	-10%

# Other results.
SMILES,RGS4 inhibitor,LDHA block,APE1 inh,POLB inh,Apoferritin bind,12-LOX inh,POLK inh,ERG-DNA inh,POLH inh
Clc1cccc(N/N=C/c2ccc(N3CCOCC3)s2)c1,3%,-6,-1%,0%,-1%,?,-15%,3%,-14%
COC(=O)c1cc(C(=O)NCc2ccccc2)c(=O)[nH]c1C,-12%,-5,6%,-17%,4%,0%,-4%,-7%,-7%
Cc1cccc(C)c1NC(=O)CNC(=O)CCC(=O)c1cccs1,11%,-1,20%,16%,5%,-1%,-11%,5%,-10%
COCCn1c(=S)[nH]c2cc(OC)c(OC)cc2c1=O,-12%,-7,-1%,7%,4%,16%,-8%,.,3%
CC(NC(=O)c1ccc2c(c1)OCCO2)C(=O)O (stereo not given),-8%,0,-1%,2%,-8%,2%,-4%[60.1 µM],.,8%
CCOC(=O)CC(=O)CSc1nccc(-c2cccnc2)n1,-12%,-4,-3%,12%,-3%,0%,0%,14%,4%
